Compound activity (PubChem BioAssay)
CRE-bla Fsk – Cell signaling CRE-BLA (Fsk stim); CHO CRE-bla reporter (cAMP response element driving beta-lactamase), forskolin EC10, beta-lactamase ratio; Potency, µM (series often up to 38.2 µM), for inactives: top-dose activity change, negative = inhibition, actives largely listed as activators; hit rate 2.5% among 71,000; active = well fitted activation curve with a large enough effect in the signal ratio, with a control signal flat, not every such curve was filed as active; inconclusive = small, poorly fitted or top-dose-only effect, or effect the other way, or a change in a side signal; the % refers to the signal ratio; note: potency is the fitted concentration of half-maximal effect; % of control where 0% means no effect
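The 460nm/530nm emission ratio after CCF4 loading defined %Activity, from which AC50 values were obtained. CRE-bla CHO cells received compound dilution series together with an EC10 level of NKH 477 for 3 hours at 37 degrees Celsius.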
USP2a inhib – qHTS Assay for Inhibitors of Ubiquitin-specific Protease USP2a | AID 927, 2007 | hit rate 0.1% among 60,000 | USP2a enzymatic assay, qHTS inhibition | Potency, µM (highest dose often 38.3 µM), for the others: top-dose activity change, negative = inhibition, actives largely listed as inhibitors;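 note: potency is the fitted concentration of half-maximal effect; nearly all actives have a fitted effect of over 60% in size; plate controls were DMSO for no effect and NEM full inhibition control for full effect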
Target sequence (O75604 whole entry, looked up): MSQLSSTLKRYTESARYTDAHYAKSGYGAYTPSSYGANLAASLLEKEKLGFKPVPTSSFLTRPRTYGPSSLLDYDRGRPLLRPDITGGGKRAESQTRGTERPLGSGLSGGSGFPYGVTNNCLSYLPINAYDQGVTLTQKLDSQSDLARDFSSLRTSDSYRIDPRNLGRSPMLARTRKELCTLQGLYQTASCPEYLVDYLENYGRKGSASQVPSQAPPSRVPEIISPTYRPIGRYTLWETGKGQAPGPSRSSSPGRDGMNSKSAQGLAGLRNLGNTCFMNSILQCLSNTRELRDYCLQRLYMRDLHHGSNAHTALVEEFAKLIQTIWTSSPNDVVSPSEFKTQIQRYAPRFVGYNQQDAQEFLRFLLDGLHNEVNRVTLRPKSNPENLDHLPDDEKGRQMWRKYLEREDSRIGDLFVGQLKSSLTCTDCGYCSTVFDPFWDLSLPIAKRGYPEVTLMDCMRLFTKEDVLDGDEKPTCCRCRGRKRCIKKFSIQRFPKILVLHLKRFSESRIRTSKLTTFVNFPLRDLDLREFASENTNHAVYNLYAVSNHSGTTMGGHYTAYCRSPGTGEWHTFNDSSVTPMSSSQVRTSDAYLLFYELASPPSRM
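Inhibition is measured in a cell-free coupled assay with 20 nM USP2 core, 20 nM Ub-PLA2 and 20 uM NBD C6-HPC, 2.5 h incubation. Activity normalized to NEM control.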
BRCT inh green – qHTS Assay for Inhibitors of BRCT-Phosphoprotein Interaction (Green Fluorophore); hit rate 0.05% among 75,000; BRCA1 BRCT-phosphopeptide binding, green fluorescence polarization; Breast cancer type 1 susceptibility protein (Homo sapiens), P38398; Potency, µM (doses to about 76.9 µM), for the others: at the highest dose activity change, negative = inhibition, most hits filed as inhibitors;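 note: potency is the fitted concentration of half-maximal effect; plate controls were peptide without protein for full effect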
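Fluorescence polarization: His-tagged BRCT (~35 kDa BRCA1 C-terminus, 250 nM) bound to 100 nM fluorescein-labeled phosphorylated 10-aa BACH1 peptide, pH 7.3 phosphate buffer with DTT and Tween 20. Compounds incubated 12 min at room temperature; inhibition read as lowered polarization.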
Tau filament bind – qHTS Assay for Tau Filament Binding | Microtubule-associated protein tau (Homo sapiens), P10636 | recombinant tau filaments, thioflavin S fluorescence, 15 h; filaments grown with octadecylsulfate alongside compound | Potency, µM (highest dose often 57.1 µM), inactives show top-dose activity change, negative = inhibition | hit rate 2% among 71,000;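 note: potency is the fitted concentration of half-maximal effect; % is set by controls: 0 for no effect and ±100 for the full control effect; actives lower thioflavin S fluorescence by blocking filaments or displacing dye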
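Tau 2 uM in ThS buffer dispensed; compound added; 60 uM ODS added (finals 1 uM tau, 30 uM ODS); 15 h 37 C; fluor ex450/em510.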
Caspase-1 inhib – qHTS Assay for Allosteric/Competitive Inhibitors of Caspase-1; Caspase-1 enzyme, Ac-WEHD-AFC fluorogenic rate; Potency, µM (titrated, usually from 57.5 µM), inactives show top-dose activity change, negative = inhibition, hits mostly inhibitors; hit rate 0.03% among 75,000; AID 900, 2007;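 note: potency is the fitted concentration of half-maximal effect; plate controls were vehicle for no effect and no substrate for full effect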
Target sequence (P29466 120-297 limits assumed): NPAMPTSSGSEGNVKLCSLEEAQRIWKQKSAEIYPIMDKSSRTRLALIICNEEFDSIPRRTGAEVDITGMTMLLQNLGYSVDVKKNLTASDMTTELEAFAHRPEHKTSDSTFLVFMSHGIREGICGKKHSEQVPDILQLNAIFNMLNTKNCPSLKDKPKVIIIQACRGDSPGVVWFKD
Target sequence (P29466 317-404 limits assumed): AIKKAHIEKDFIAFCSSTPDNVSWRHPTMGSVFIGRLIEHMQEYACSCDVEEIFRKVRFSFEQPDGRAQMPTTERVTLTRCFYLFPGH
ERK AVP inh – qHTS Assay for Inhibitors of the ERK Signaling Pathway using a Homogeneous Screening Assay; HEK293-V1b, vasopressin-stimulated pERK AlphaScreen; Potency, µM (highest dose often 57.5 µM), without a hit: at the highest dose activity, negative = inhibition, hits mostly inhibitors; hit rate 0.99% among 72,000; AID 995, 2007; note: potency is the fitted concentration of half-maximal effect; % is set by controls: 0 for no effect and ±100 for the full control effect; nearly all actives have a fitted effect of over 55% in size
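Overnight-seeded V1b-HEK293 cells in 1% FBS got compound, then vasopressin (25 nM final, 5 min, 37C), then lysis buffer. AlphaScreen detection of phospho-ERK; activity normalized to basal and full-stimulation controls.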
Caspase-7 inhib – qHTS Assay for Allosteric/Competitive Inhibitors of Caspase-7 | P55210 | recombinant caspase-7, Ac-DEVD-AFC fluorescence rate | Potency, µM (top dose mostly 57.5 µM), without a hit: top-dose activity change, negative = inhibition, most hits filed as inhibitors | hit rate 0.02% among 75,000 | AID 889, 2007; active = well fitted inhibition curve with a large enough effect in the main read-out, with a control signal flat, not every such curve was filed as active; inconclusive = small, poorly fitted or top-dose-only effect, or a change in a side signal; note: potency is the fitted concentration of half-maximal effect; % of control where 0% means no effect
HEK293 cAMP cs – qHTS Assay for Agonists of the Thyroid Stimulating Hormone Receptor: Activators of Intracellular cAMP Concentrations in Parental HEK 293; AID 938, 2007; hit rate 2.5% among 73,000; Potency, µM (titrated, usually from 57.1 µM), inactives show top-dose activation, hits mostly activators; parental HEK293 CNG cAMP sensor, membrane potential fluorescence; note: potency is the fitted concentration of half-maximal effect; % of control where 0% means no effect; nearly all actives have a fitted effect of over 55% in size
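Parental HEK 293 cells stably expressing a modified CNG channel (no TSHR) report cAMP rise as membrane depolarization. Membrane potential dye with 100 uM RO 20-1724 was loaded for 60 min at room temperature, then compound added for 30 min; fluorescence read at 590 nm.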
FLuc inh – qHTS Assay for Inhibitors of Firefly Luciferase; Luciferin 4-monooxygenase (Photinus pyralis), P08659; purified firefly luciferase, luminescence, 8 min; Potency, µM (series often up to 57.1 µM), inactives show at the highest dose activity change, negative = inhibition, actives largely listed as inhibitors; hit rate 2.2% among 72,000; AID 411, 2009; note: potency is the fitted concentration of half-maximal effect; % is set by controls: 0 for no effect and ±100 for the full control effect; nearly all actives have a fitted effect of over 40% in size
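Luminescence read-out after 8 min at room temperature; enzyme reaction used luciferin plus 10 uM ATP (linear range) in imidazole buffer pH 7.2 with KCl, MgCl2, Tween 20 and BSA. Each sample was run as a titration.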
A350 autofl – qHTS Assay for Spectroscopic Profiling in A350 Spectral Region; AID 590, 2007; max dye-equivalent concentration, M; hit rate 11% among 59,000; Compound autofluorescence, 340/450 nm, Alexa 350 dye-equivalents; active compounds read high; in the data active = max dye-equivalent concentration above about 10 nM; inconclusive = mostly about 1.1 nM to 9.6 nM
BRCT PPI red – qHTS Assay for Inhibitors of BRCT-Phosphoprotein Interaction (Red Fluorophore); hit rate 0.03% among 75,000; BRCT-phosphopeptide binding, red fluorescence polarization; Potency, µM (series often up to 76.9 µM), inactives show at the highest dose activity change, negative = inhibition, most hits filed as inhibitors; Breast cancer type 1 susceptibility protein (Homo sapiens), P38398; note: % is set by controls: 0 for no effect and ±100 for the full control effect
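Rhodamine-labelled pBACH1 10-mer (100 nM) bound to BRCT domain (100 nM) at pH 7.3; compounds incubated 12 min room temperature, polarization read. Free peptide defines full inhibition; unlabelled decapeptide titrated as control.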
An asterisk follows results filed as active; i = inactive; ? = inconclusive; / = no result given; ! = repeats disagree; [ ] = another dose, or the depositor's remark. Unless noted, calls come from the whole dose curve; as a rule, active = well fitted curve in the direction sought with a large enough effect; inconclusive = small, poorly fitted or top-dose-only effect, or another doubt; inactive = no such curve, though single readings can be large; an effect the other way counts as inactive or inconclusive.

SMILES	CRE-bla Fsk	USP2a inhib	BRCT inh green	Tau filament bind	Caspase-1 inhib	ERK AVP inh	Caspase-7 inhib	HEK293 cAMP cs	FLuc inh	A350 autofl	BRCT PPI red
CC(OC(=O)C1CCCO1)C(=O)NC1CCCC1 (stereo unspecified)	3%	/	-0.2%	-14%	-7%	-4%	2%	22%	4%	i	1.1%
CNCCCC12CCC(c3ccccc31)c1ccccc12	-19%	-10%	-1.8%[3.08 µM]	16µM*!	-1%	22%	-1%	40µM*!	-2%[25.5 µM]	?	-0.3%
Cc1ccc(Cl)cc1	-10%	/	-0.7%	4%	-2%	7%	-1%	9%	/	/	1.3%
CN(C)c1ccc(C2N(C(=O)N3CCOCC3)CCN2S(=O)(=O)c2ccccc2)cc1 (stereo unspecified)	?	2%	-2.1%	-5%	0%	-4%	-7%	9%	-3%	i	0.6%
COC(=O)c1cc2c(ccn2-c2ccc(F)cc2)n1CC(=O)N1CCN(C(=O)c2ccco2)CC1	?	31%[activator]	-1.1%	12%	-3%	3%	5%	24%	3%	?	-3.3%
Cc1cccc2cc(COC(=O)C3CCCO3)c(=O)[nH]c12 (stereo unspecified)	?	1%	-0.6%	-1%	-1%	-19%	0%	4%	-5%	?	-1.5%
COCCCn1c(=S)[nH]c2ncccc2c1=O	?	-4%	-2.2%	4%	3%	9%	1%	2%	0%	i	1.7%
CCOC(=O)C1=C(C)NC(=O)NC1c1ccc(OCC(=O)N2CCCCC2)cc1 (stereo unspecified)	-1%	5%	-0.9%	-2%	0%	-11%	1%	1%	0%	i	1.1%
O=C(C1CCC(N2C(=O)C3CC=CCC3C2=O)CC1)N1CCCCC1 (stereo unspecified)	7%[7.6 µM]	4%[7.66 µM]	-1.0%	2%[11.4 µM]	2%	-21%	2%	-4%[11.4 µM]	2%	/	-1.7%
CCCNS(=O)(=O)c1ccc(OCC(=O)NCc2ccc3c(c2)OCO3)cc1	-5%	7%	4.6%	2%	-1%	-12%	1%	11%	0%	i	0.4%
CN(Cc1cccs1)CC(O)COCc1ccco1 (stereo unspecified)	-9%	1%	-3.7%	-14%	1%	2%	0%	3%	1%	i	-1.8%
c1ccc2sc(Cc3nnc4n3CCCCC4)nc2c1	-11%	-7%	2.8%	11%	3%	-2%	-1%	4%	1%	i	0.2%
CCc1nnc2n1N=C(c1ccc(-c3cc(Cl)ccc3Cl)o1)CS2	?	31%[activator]	1.0%	16µM*	0%	-18%	-4%	-5%	-1%	i	0.4%
CCOC(=O)N1CCN(C(=O)c2ccc(N(C)S(C)(=O)=O)cc2)CC1	-2%	2%	-0.6%	2%	1%	1%	-1%	1%	2%	i	-2.8%
CC(=O)OC1=C(C#N)Cn2ccc3cccc1c32	-2%	11%	-1.1%	-3%	-1%	5%	0%	22%	2%	i	-1.5%
CCC(=O)N1c2ccccc2-c2nnc(SC)nc2OC1c1ccc(OC)c(OC)c1 (stereo unspecified)	12%	/	-2.3%	-5%	-8%	-25%	?	-1%	1%	/	0.0%
Fc1ccc(C2CC(c3ccc(F)cc3)n3ncnc3N2)cc1 (stereo unspecified)	-3%	7%	1.0%	-7%	-3%	-19%	-1%	3%	1%	i	-0.8%
C=C[C@@](C)(O)CC[C@H]1[C@]2(C)CCCC(C)(C)[C@H]2CC[C@]1(C)O	?	/	/	?	/	/	/	-7%	0%[11.4 µM]	i	/
Cc1cc(N2CCC(C(=O)NCC3CC3)CC2)nc(-c2ccccc2)n1	-5%	3%	-0.9%	-3%	-2%	2%	0%	19%	7%	i	-0.6%
CC(C)[C@H](NC(=O)C1(c2ccccc2)CCN(C(=O)OC(C)(C)C)CC1)C(=O)O	-3%	2%	1.5%	-8%	-1%	6%	-1%	4%	3%	?	-0.9%
CCOC(=O)CCP(=O)(O)C(O)c1ccc(OC)cc1 (stereo unspecified)	?	-2%	-2.9%	-1%	-4%	-22%	-4%	5%	-3%	2.9e-08M*	1.0%
C=C1C(=O)O[C@@H]2[C@@H]1CC/C(C)=C\CC[C@@]1(C)O[C@H]21	?	-1%[17.1 µM]	2.1%[34.4 µM]	12%[25.6 µM]	2%[25.7 µM]	23%[25.7 µM]	-1%[25.7 µM]	10%[25.6 µM]	6%[25.5 µM]	3e-08M*!	-1.9%[34.4 µM]
Cc1cccc(Cn2cnc3c(nnn3Cc3ccc(Cl)cc3)c2=O)c1	?	-2%	2.1%	4%	1%	-7%	-3%	?	-1%	i	-0.2%
Cc1noc(C)c1COC(=O)CCc1ccc(S(=O)(=O)N2CCCCC2)cc1	-3%	7%	-3.9%	0%	0%	4%	-2%	9%	-1%	i	-0.7%
COC(=O)N1CCC2(CC1)CN(c1ccccn1)C2	3%	-3%	-1.5%	-8%	-3%	-11%	-2%	-3%	0%[11.4 µM]	i	0.5%
COc1ccc(OCC(=O)Nc2ccc(S(=O)(=O)N3CCOCC3)cc2)cc1	-3%	101%[activator]	1.3%	4%	-1%	-6%	-2%	1%	5%	i	0.4%
Cc1ccc(SC(C)C(=O)NCC(C)C)cc1 (stereo unspecified)	-1%	1%	-0.2%	8%	-11%	-14%	2%	16%	0%	i	-0.2%
COc1ccc(OC[C@@H](CO)OC)cc1	/	/	-0.1%[15.4 µM]	/	4%[11.5 µM]	18%[11.5 µM]	2%[11.5 µM]	?	2%[11.4 µM]	/	-0.5%[15.4 µM]
c1ccc2c(CSCc3cccc4ccccc34)cccc2c1	6%[7.6 µM]	/	2.1%[15.4 µM]	0%[11.4 µM]	-4%[11.5 µM]	1%[11.5 µM]	-1%[11.5 µM]	8%[11.4 µM]	2%[11.4 µM]	i	0.3%[15.4 µM]
COc1ccc(-n2c(=O)[nH]cc(C(=O)N3CCCc4ccccc43)c2=O)cc1	-12%	-3%	1.7%	2%	0%	5%	1%	1%	3%	?	-2.0%

Sorted by the number under Tau filament bind (falling): 3 from the list above
Compound	Tau filament bind
Cc1cccc(Cn2cnc3c(nnn3Cc3ccc(Cl)cc3)c2=O)c1	4%
COc1ccc(-n2c(=O)[nH]cc(C(=O)N3CCCc4ccccc43)c2=O)cc1	2%
CC(C)[C@H](NC(=O)C1(c2ccccc2)CCN(C(=O)OC(C)(C)C)CC1)C(=O)O	-8%

New compounds follow.
SMILES	CRE-bla Fsk	USP2a inhib	BRCT inh green	Tau filament bind	Caspase-1 inhib	ERK AVP inh	Caspase-7 inhib	HEK293 cAMP cs	FLuc inh	A350 autofl	BRCT PPI red
O=c1oc(Cl)c(Cl)c2ccccc12	-11%	-3%	-3.1%	-1%	1%	17%	0%	-17%	3%	?	0.9%
Cc1sc(NC(=O)CSc2nnc3scc(-c4ccccc4)n23)c(C#N)c1C	20%	25%	8.6%	30%	-3%	-15%	0%	?	2%	i	-0.8%
Cc1cc(-n2c(C)cc(C(=O)CN3C(=O)NC4(CCCCCC4)C3=O)c2C)no1	-12%	19%	0.1%	-16%	-3%	?	0%	6%	0%	?	-5.2%
CC(C)NC(=O)N1CC[C@@]2(CCCN(C(=O)Oc3ccccc3)C2)C1	-4%	19%	-4.6%	5%	-3%	-2%	0%	15%	-8%[11.4 µM]	i	-0.9%
C[C@H](CO)NC(=O)[C@H](C)[C@H]1C[C@]1(C)[C@H](NC(=O)OCc1ccccc1)c1ccccc1	-7%	/	-3.1%	-12%	1%	8%	-1%	16%	/	/	-0.5%
COCCCn1c(-c2ccccc2)nc2ccccc2c1=O	23%	7%	-4.2%	4%	-1%	-29%	0%	-3%	3%	/	-0.2%
CC1(C)CC[C@]2(C(=O)O)CC[C@]3(C)C(=CCC4[C@@]5(C)CC[C@H](O)C(C)(C)[C@@H]5CC[C@]43C)C2C1 (stereo partly specified)	/	/	-0.2%	/	-2%	12%	0%	/	/	/	1.1%
O=C1c2ccccc2NC(c2ccc(Cl)cc2Cl)N1O (stereo unspecified)	?	17%	-1.8%	-18%	1%	15%	1%	6%	-1%	1e-08M*	-0.5%
